# Screening data from PubChem.
# INS promoter inh – TRM-6 insulin promoter activity inhibition; TRM-6 cells (human fetal islet line), insulin promoter-eGFP reporter, imaging; reporter expression induced with tamoxifen; inhibition, % at 2 µM; 130,000 compounds, 0.9% hits; AID 1273;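 active = inhibition above the mean plus 3 SD, with well images judged a real hit on visual review, cut at about 60% in these data, passing the limit was not always enough; inconclusive = inhibition over the cutoff but images rejected on review; inactive = inhibition not above the cutoff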
# sdo1 growth – restores growth of sdo1-depleted yeast. S. cerevisiae sdo1-depleted JHY4D growth rescue, OD600 30 h; active compounds read high; pdr5 snq2 efflux-pump mutant strain. z-score at 10 µM. 140,000 compounds, 0.21% hits;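 active = z-score above 3 at both the 24 hr and the 30 hr optical density reads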;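 also: z-score against mean and SD of all compound wells on the same plate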
# sdo1 growth Rescue 24 h – second read-out of sdo1 growth, no call of its own (marks repeat the call); z-score; S. cerevisiae sdo1-depleted JHY4D growth rescue, OD600; measured here: growth rescue at 24 h;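 0 is the plate mean of compound wells and units are plate SD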
# * marks the source's active call; other numbers are inactive results; u = inconclusive; x = not tested or not shown.
SMILES,INS promoter inh,sdo1 growth,sdo1 growth Rescue 24 h
COc1cc(-n2c(=O)c3ccccc3n(CC(=O)c3ccc(F)cc3)c2=O)cc(OC)c1OC,35,x,x
Cc1csc(NC(=O)CSc2nnc(Cn3c(=O)sc4ccccc43)n2-c2ccccc2)n1,x,0.49,0.78
O=C1CCCC/C1=C/NCc1ccc(F)cc1,20,x,x
COc1cc(/C=N/NC(=O)CCc2ccccc2)ccc1O,-29,0.43,-0.29
CC12CN(S(=O)(=O)c3ccccc3)CC(C)(CN(S(=O)(=O)c3ccccc3)C1)C2,23,-1.1,0.02
CCOC(=O)c1ccc(NC(=O)CCn2nnc3ccccc32)cc1,35,0.13,-0.52
COc1cc(CNc2nnnn2C)ccc1OCc1c(F)cccc1Cl,5,x,x
Cc1cc(C)nc(N2CCCC(C(=O)NCc3ccccc3F)C2)n1 (stereo unspecified),-13,x,x
CCOC(=O)c1cc(CC)sc1/N=C/C1C(=O)CC(C)(C)CC1=O,-193,0.22,0.16
O=S(=O)(NCC1CCCO1)c1cccc2nsnc12 (stereo unspecified),x,0.18,1.3
Cc1c(Cl)cccc1NC(=O)CCC(=O)NNC(=O)c1ccccc1Cl,x,-1.3,-1.4
O=C(c1ccc2c(c1)OCO2)N1CCN=C1SCc1cccnc1,x,0.53,0.06

# Some values from the entries so far.
# COc1cc(/C=N/NC(=O)CCc2ccccc2)ccc1O @ sdo1 growth Rescue 24 h = -0.29
# COc1cc(CNc2nnnn2C)ccc1OCc1c(F)cccc1Cl @ INS promoter inh = 5
# Cc1csc(NC(=O)CSc2nnc(Cn3c(=O)sc4ccccc43)n2-c2ccccc2)n1 @ sdo1 growth Rescue 24 h = 0.78
# Cc1c(Cl)cccc1NC(=O)CCC(=O)NNC(=O)c1ccccc1Cl @ sdo1 growth = -1.3

# Continuation.
SMILES,INS promoter inh,sdo1 growth,sdo1 growth Rescue 24 h
COc1ccc(N2C(=O)C3C4C=CC(CC4)C3C2=O)c([N+](=O)[O-])c1 (stereo unspecified),x,-0.35,-0.69
CCOC(=O)c1sc2ncn(/N=C/N(C)C)c(=O)c2c1C,9,2.9,4
CCOc1ccc2nc(NC(NC(C)=O)(C(=O)OC)C(F)(F)F)sc2c1 (stereo unspecified),x,1.3,1.1
CC1CCN(S(=O)(=O)c2cccc(C(=O)O)c2)CC1,x,0.41,0.4
O=[N+]([O-])c1ccc(/C=N/n2c(CO)nc3ccccc32)s1,x,-0.61,-0.03
CC(C)(C)SCCNC(=O)/C=C/c1ccc(F)cc1,x,0.48,-0.6
NC(=O)COC(=O)c1cc(-c2cccs2)nn1-c1ccccc1,17,x,x
CC(Sc1nc(-c2ccccc2)cc(C(F)(F)F)n1)C(=O)NCc1ccco1 (stereo unspecified),6,-0.83,0.12
CCCCC(=O)Nc1sc2c(c1C#N)CC(C)(C)OC2,-83,1.6,0.53
Cc1ccc(NC(=O)CSc2nc3ccccc3c(=O)n2CCCN2CCCCC2)cc1C,-26,-0.05,-0.5
CC(C)(C)n1[nH]c2c3c(ccc2c1=O)C(=O)c1ccccc1C3=O,8,-1.9,-1.4
CCCCNC(=O)CSc1nc2ccccc2c(=O)n1Cc1ccc2c(c1)OCO2,-58,1.3,2.8

# A second format for part of the listing above.
SMILES	INS promoter inh	sdo1 growth	sdo1 growth Rescue 24 h
Cc1ccc(NC(=O)CSc2nc3ccccc3c(=O)n2CCCN2CCCCC2)cc1C	-26	-0.05	-0.5
CC(C)(C)n1[nH]c2c3c(ccc2c1=O)C(=O)c1ccccc1C3=O	8	-1.9	-1.4

# Additional structures.
SMILES,INS promoter inh,sdo1 growth,sdo1 growth Rescue 24 h
O=S(=O)(Nc1ncccn1)c1ccc(Nc2ncnc3ccccc23)cc1,67,0.49,0.11
CC(C)Oc1ccc(C(=O)NCc2ccco2)cc1,-20,0.18,0.45
Cc1nc2cncc(Br)c2n1C,x,-0.2,-0.21
COc1ccc(OC)c(S(=O)(=O)Nc2ccc(F)cc2)c1,-25,-0.02,-0.31
Cc1cccc(-n2cc(-c3ccc([N+](=O)[O-])cc3)[nH]c2=S)c1,x,0.55,1.8
CCOC(=O)Cn1cncc1-c1ccc([N+](=O)[O-])cc1,17,0.5,-1
CC(C)NS(=O)(=O)c1ccc(OCC(=O)Nc2ccc3c(c2)OCO3)cc1,29,x,x
O=C(NC1CCCCCCC1)C1CCN(S(=O)(=O)N2CCCC2)CC1,-41,-0.23,-0.83
Cc1c(Cl)cccc1N1C(=O)c2ccccc2C1=O,53,0.5,0.43
Cc1ccc(N2C(=O)Nc3ccc(Br)cc3C2(O)C(=O)NCCCN(C)C)cc1C (stereo unspecified),-91,-0.04,-0.09
Cc1ccc(NC(=S)N2CCN(C)CC2)c(C)c1,-17,1.4,1.6
CCOC(=O)C1=NNC2C(=O)N(C3CCCCC3)C(=O)C12 (stereo unspecified),-47,1.4,2

# 3 entries drawn at random from the list so far, as already listed:
SMILES,INS promoter inh,sdo1 growth,sdo1 growth Rescue 24 h
O=C(NC1CCCCCCC1)C1CCN(S(=O)(=O)N2CCCC2)CC1,-41,-0.23,-0.83
Cc1nc2cncc(Br)c2n1C,x,-0.2,-0.21
O=S(=O)(Nc1ncccn1)c1ccc(Nc2ncnc3ccccc23)cc1,67,0.49,0.11

# Other entries follow:
SMILES,INS promoter inh,sdo1 growth,sdo1 growth Rescue 24 h
CCOC(=O)c1ccc(NC(=O)C2(c3ccc(Cl)cc3)CCCC2)cc1,3,-0.75,0.08
COCCNc1nc2nonc2nc1NC(C)c1ccccc1Cl (stereo unspecified),62,x,x
O=C1N/C(=N\N=C\c2cccs2)SC1Cc1ccc(Cl)cc1Cl (stereo unspecified),x,0.3,0.37
O=C(Cn1nnc2c(sc3nc4c(c(-c5ccccc5)c32)CCC4)c1=O)c1ccccc1,-27,-0.22,-0.46
Cc1csc(NC(=O)CCc2nc3ccccc3s2)n1,x,-0.19,-0.19
Cc1cc(C)nc(SCC(=O)Nc2nc(-c3ccccc3)c(-c3ccccc3)o2)n1,x,-0.85,-0.68
CCCC(=O)NCCc1ccc(F)cc1,11,-0.06,-0.89
CC(=O)c1cccc(NC(=O)NCc2cccnc2)c1,34,1.2,1.5
COc1cccc2cc(-c3nnc(SCC(=O)Nc4cc(C(F)(F)F)ccc4Cl)n3N)oc12,-28,-1.2,0.45
S=c1[nH]nc(-c2ccccn2)n1/N=C/c1cccs1,7,0.58,-0.02
Cn1c(COc2ccccc2)nnc1SCCC(=O)Nc1ccccc1,x,-0.03,0.24
Cc1ccc(NS(=O)(=O)c2ccc(/C=C/C(=O)O)cc2)cc1Cl,33,x,x
COc1ccccc1CCC(=O)Nc1nc2ccccc2[nH]1,x,0.22,1
Cc1ccc2nc(SCC(=O)Nc3ccc4c(c3)OCCO4)[nH]c2c1,9,-0.5,-0.72
CCCn1nnnc1NCc1ccccc1OCc1ccc(F)cc1,0,0.6,2
O=C(c1ccc(S(=O)(=O)Nc2ccccc2)cc1)N1CCOCC1,x,0.58,0.06
CCN(CC)c1cc(C)c2cc(NC(=O)c3ccccc3OC)ccc2n1,20,x,x
CCn1c(C)nc2cc(C(=O)N/N=C/c3ccc(O)cc3)ccc21,u,1.2,-0.26
O=C(Cc1ccccc1)N1CCN(C(=O)c2cccs2)CC1,-19,0.22,-0.28
Cc1ccc(Oc2nnc(-c3ccccc3)c3ccccc23)cc1,14,-1.6,-0.29
OCCNc1nc(OCC(F)(F)F)nc(N2CCN(C34CC5CC(CC(C5)C3)C4)CC2)n1,-7,0.72,0.6
COc1ccc(/C(C)=N/Nc2ccc(C(=O)O)cc2)c(OC)c1,14,-0.6,-1.8
COc1ccc(C(=O)Nc2c(N)nc(SCC(=O)N3CCC(C)CC3)[nH]c2=O)cc1OC,x,0.42,0.82
COc1ccc(-c2coc3cc4oc(=O)cc(-c5ccccc5)c4cc23)cc1F,-33,0.97,1.6
O=C(Nc1cccc(C(F)(F)F)c1)c1cc2c(s1)-c1ccccc1OC2,-6,-0.51,0.83
Cc1cccc(NC(=O)Nc2ccc(C#N)cc2)n1,20,0.74,0.36
CS/C(N)=N/N=C/c1ccc([N+](=O)[O-])cc1,24,0.61,0.07
O=C(Oc1c(Br)cc(C(=S)N2CCOCC2)cc1Br)c1ccc(Cl)cc1,25,-0.77,-0.22
CCOC(=O)c1cnc2cc(Cl)c(OC)cc2c1NCC1CCCO1 (stereo unspecified),64,-0.66,0.94
Cc1ccc(C(C)C)c(OCC(=O)N/N=C/C2CCCCC2)c1,29,x,x
NS(=O)(=O)c1cccc(NC(=O)CN2CCc3ccccc32)c1,13,x,x
COc1ccc(C2=NN(C)C(=NCc3ccccc3)SC2)cc1,11,0.15,-0.03
COc1ccc(C2C(C#N)=C(N)N(c3sc4c(c3C#N)CCCC4)C3=C2C(=O)CC(C)(C)C3)cc1 (stereo unspecified),-3,-0.64,-0.72
Cc1cc(C)c2[nH]c(=O)c(=O)[nH]c2c1,-53,3,4.8
Cc1cc(C)c(/C=N/NC(N)=O)c(C)c1/C=N/NC(N)=O,-21,1.4,0.26
Cc1ccc(Cn2ccc(NC(=O)c3cc(CC(C)C)on3)n2)cc1,50,-0.18,0.5

# Shown with values under each structure: entries from further up
# Order of values – INS promoter inh, sdo1 growth, sdo1 growth Rescue 24 h
> Cn1c(COc2ccccc2)nnc1SCCC(=O)Nc1ccccc1
    x, -0.03, 0.24
> CCCC(=O)NCCc1ccc(F)cc1
    11, -0.06, -0.89

# The list continues:
SMILES,INS promoter inh,sdo1 growth,sdo1 growth Rescue 24 h
Cc1nonc1C(=O)N/N=C/c1cccc(O)c1,x,1.2,0.83
Cn1c(SCC(=O)N2CCCC2)nc2ccccc2c1=O,x,-0.73,-0.69
CC(=O)Nc1ccc(S(=O)(=O)Nc2nc3c(s2)CCCC3)cc1,-76,0.4,0.47
CC(=O)Nc1ccc(S(=O)(=O)N(Cc2ccco2)CC2CCCO2)cc1 (stereo unspecified),-11,1.2,2.2
Cc1ccc(NS(=O)(=O)c2ccc(NC(=O)CN(c3cc([N+](=O)[O-])ccc3C)S(C)(=O)=O)cc2)c(C)c1,44,0.76,0.37
CCNc1nc(NC(C)C)nc(Oc2ccc(OCc3ccccc3)nn2)n1,-469,0.36,0.17
O=C(CS(=O)(=O)Cc1ccccc1)Nc1ccccn1,-43,0.29,0.58
CC(C)Sc1cc(N2CCCC2)nc(-c2ccccc2)n1,-47,-0.76,-0.77
CC(C)(C)c1ccc(C(=O)NNc2cc(N3CCCCC3)nc(N3CCCCC3)n2)cc1,-14,-0.82,-0.74
c1ccc(CCNc2nc(-c3ccncc3)cs2)cc1,40,x,x
COc1cc(C=O)ccc1OS(=O)(=O)c1ccccc1[N+](=O)[O-],0,0.53,0.32
COC(=O)/C=C/C(=O)Nc1ccc(O)c(Cl)c1,-38,0.73,0.95
O=C(O)c1ccc(CNCc2ccc(Cl)cc2Cl)cc1,13,0.34,-0.36
Cn1c(SCC(=O)N2CCCc3ccccc32)nc2cccnc21,32,-0.53,-0.17
CCc1ccc(N2CC(C)Cn3c2nc2c3c(=O)n(CCN3CCOCC3)c(=O)n2C)cc1 (stereo unspecified),17,0.11,0.31
CCC1(C)N=c2c(c(=O)n(C)c(=O)n2C)=NO1 (stereo unspecified),16,0.44,-0.14
CCOc1ccc(-c2nc(-c3ccncc3)no2)cc1OCC,20,-1.1,-1.1
CCC(CC)C1C(C#N)=C(N)Oc2n[nH]c(-c3ccccc3)c21 (stereo unspecified),x,0.63,0.35
CNC(=O)Nc1ccccc1F,4,0.9,0.63
CCOC(=O)N(CC)OC(=O)Nc1ccc(Cl)cc1,-19,0.1,0.28
Cc1ccc(S(=O)(=O)C2(C(=O)N3CCCCC3C)CC2)cc1 (stereo unspecified),15,0.35,0.36
O=C(O)CC1S/C(=N/N=C/C=C/c2ccccc2[N+](=O)[O-])NC1=O (stereo unspecified),-14,0.92,0.08
N#Cc1c(Nc2ccccc2)c(/C=N/NCCO)c[nH]c1=O,33,x,x
O=C(Cc1ccc(Cl)cc1)NNS(=O)(=O)c1ccc([N+](=O)[O-])cc1,-55,1.1,1.5
O=C(Cn1nc(C(F)F)cc1C(F)F)N/N=C/c1ccc2c(c1)OCO2,14,-0.07,-0.54
COc1ccc(CCNC(=O)c2cnn3cccnc23)cc1OC,50,1.4,1.2
COC(=O)c1cccc(NC(=O)CSc2nc3cccnc3n2C)c1,x,-0.76,-0.41
CC(C)CC1(C(=O)O)NC(c2ccccc2O)C2C(=O)N(C(C)C)C(=O)C21 (stereo unspecified),x,1.9,1.1
CCOC(=O)c1ccc(N(CC(=O)NC2CCCC2)C(=O)CNC(=O)c2ccco2)cc1,32,1.3,1.4
CC1=C(C#N)c2nc(N)c(C#N)c(C)c2/C1=C\c1ccc(C)cc1,-46,-1.9,-1.5
O=C(CS(=O)(=O)c1c[nH]c2ccccc12)Nc1ccc2c(c1)OCCO2,-22,-0.54,-0.91
O=C(CN1CCCc2ccccc21)N/N=C/c1c(O)ccc2ccccc12,-26,0.45,0.09
O=C(c1cc2nc(-c3ccc(F)cc3)cc(C(F)(F)F)n2n1)N1CCOCC1,x,1.1,1.5
CCOc1cc(NC(=S)NCc2ccco2)c(OCC)cc1NC(=O)CC,-50,0.78,0.98
CCCC(=O)Nc1ccc(C(=O)NCCCn2ccnc2)cc1,-456,0.2,0.13
CC(C)C(=O)Nc1nnc(CSCc2ccccc2F)s1,19,0.53,0.07
O=C(NCc1ccccn1)C(F)(F)C(F)(F)C(=O)NCc1ccccn1,-225,1.1,0.77
Cc1cc(Cl)ccc1N1C(=O)CC(NNC(=O)c2cccnc2)C1=O (stereo unspecified),-12,0.39,-0.19
COc1cccc(C2=NOC(C(=O)N3CCN(c4ccccc4)CC3)C2)c1OC (stereo unspecified),x,-1.1,-1.3
Cc1cc(C)c(S(=O)(=O)N(CC(=O)N2CCCC2)C2CCCCC2)c(C)c1,-12,-0.75,-0.7
CCN(CC)S(=O)(=O)c1ccc(Cl)c(C(=O)OC)c1,-3,1.6,1.4

# These rows are one share of the data; count on the stated rates, not on these rows.
